Source: PubChem (several laboratories)
Wee1 stabilizer = human Wee1 degradation inhibition, primary screen; HeLa Luc-Wee1K328M stability, luciferase luminescence; 100% = proteasome inhibitor MG132 effect; reporter increase, % at 5 µM; 220,000 compounds, 1.2% hits;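 active = activation above the mean of all tested compounds plus 3 SD, set per screening run, cut at about 8.8% in these data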;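 also: cells exposed to compound for 20 h before luminescence read; 0% = DMSO alone and 100% = MG132 at 30 µM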
FXIa inh 1536 = inhibitors of human coagulation factor XIa; P03951; purified FXIa, Boc-Glu-Ala-Arg-AMC fluorogenic substrate; inhibition, % at 5 µM; 220,000 compounds, 0.14% hits; AID 798;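 active = inhibition of at least 40%; inactive = inhibition below 40%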;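 also: fluorescence of freed AMC excited at 355 nm; 0% = enzyme without compound and 100% = no enzyme blank; many of its hits are not listed in these tables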
KLK5 inh = blocks human kallikrein 5 protease activity; Q9Y337; recombinant hK5, fluorogenic AMC substrate cleavage; inhibition, % at 5 µM; 210,000 compounds, 0.59% hits;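 active = inhibition of 40% or more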;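 also: 0% = enzyme controls without compound and 100% = no-enzyme blanks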
Target sequence (Q9Y337 67-293 limits assumed): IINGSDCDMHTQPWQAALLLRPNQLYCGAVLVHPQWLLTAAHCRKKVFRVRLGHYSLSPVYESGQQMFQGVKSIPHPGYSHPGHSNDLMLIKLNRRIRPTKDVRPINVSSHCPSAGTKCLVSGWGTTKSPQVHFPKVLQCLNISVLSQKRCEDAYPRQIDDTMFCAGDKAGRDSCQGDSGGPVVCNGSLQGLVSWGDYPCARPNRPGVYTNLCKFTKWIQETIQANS
Thrombin inh = inhibitors of human thrombin; alpha-thrombin, Boc-VPR-AMC fluorogenic substrate cleavage; 220,000 compounds, 0.26% hits; P00734; inhibition, % at 5 µM; AID 1046;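 active = inhibition at or above 40%; inactive = inhibition below 40%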;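 also: 0% = enzyme with no compound and 100% = wells without enzyme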
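Test system: human alpha-thrombin; medium: pH 7.5 Tris-saline with Tween 20; times: reaction at room temperature; signal: AMC fluorescence at 355 nm excitation and 460 nm emission; also added: Boc-VPR-AMC substrate, 15 µM final; dosing: one concentration per compound, 5 µM, with 0.2% DMSO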
14-3-3 Bad inh = disrupts binding of bovine 14-3-3 zeta to phospho-Bad peptide; P63103; TR-FRET 14-3-3zeta/Dy647-pBad peptide displacement, 1 h; inhibition, % at 21.7 µM; 220,000 compounds, 0.71% hits; AID 781;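 active = inhibition above about 70%, limit read from the data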;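 also: 0% = full 14-3-3 plus peptide FRET controls and 100% = background without 14-3-3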
Target sequence (P63103 whole entry, looked up): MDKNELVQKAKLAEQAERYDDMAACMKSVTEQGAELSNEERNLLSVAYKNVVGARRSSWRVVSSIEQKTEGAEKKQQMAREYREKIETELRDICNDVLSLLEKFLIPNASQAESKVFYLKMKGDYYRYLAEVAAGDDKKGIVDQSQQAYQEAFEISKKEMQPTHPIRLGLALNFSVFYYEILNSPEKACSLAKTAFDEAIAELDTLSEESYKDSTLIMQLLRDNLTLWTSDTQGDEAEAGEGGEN
Runt-CBFb FRET = inhibitors of human RUNX1 Runt domain binding to CBFb. Q01196+Q13951. Cerulean-Runt/Venus-CBFb FRET ratio 530/480, 1 h. inhibition, % at 20 µM. 220,000 compounds, 0.46% hits;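 active = inhibition over about 50% at 20 µM in the single-dose screen, limit read from the data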;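 also: 0% = DMSO wells and 100% = excess unlabeled CBFb competitor control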
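Measured by: fluorescence energy transfer, 422 nm excitation, 530/480 nm emission; test system: Cerulean-tagged RUNX1 Runt domain (FRET donor) fusion protein; buffer or medium: Tris pH 7.5 buffer with BSA; compound: one dose, 20 µM compound, 1% DMSO; times: two 1 h room-temperature incubations shielded from light; benchmarks: unlabeled CBFb 5 µM, positive control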
Hck-Nef inh = blocks Nef-activated human Hck kinase | P08631 | Recombinant Hck-YEEI plus Nef, Z-Lyte FRET kinase assay | inhibition, % at 20 µM | 220,000 compounds, 0.68% hits;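 active = Hck-Nef kinase inhibition above about 50%, limit read from the data; inactive = inhibition below that limit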;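 also: 0% = DMSO with Hck plus Nef and 100% = Hck alone without Nef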
FXIIa inh = inhibitors of human coagulation factor XIIa. AID 800. 220,000 compounds, 0.3% hits. purified FXIIa, Boc-QGR-AMC fluorogenic substrate, 2 h. inhibition, % at 5 µM. P00748; in the data active = inhibition above about 40%;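 also: 0% = enzyme with no compound and 100% = blank without enzyme; many of its hits are not listed in these tables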
Target sequence (P00748 20-372 limits assumed): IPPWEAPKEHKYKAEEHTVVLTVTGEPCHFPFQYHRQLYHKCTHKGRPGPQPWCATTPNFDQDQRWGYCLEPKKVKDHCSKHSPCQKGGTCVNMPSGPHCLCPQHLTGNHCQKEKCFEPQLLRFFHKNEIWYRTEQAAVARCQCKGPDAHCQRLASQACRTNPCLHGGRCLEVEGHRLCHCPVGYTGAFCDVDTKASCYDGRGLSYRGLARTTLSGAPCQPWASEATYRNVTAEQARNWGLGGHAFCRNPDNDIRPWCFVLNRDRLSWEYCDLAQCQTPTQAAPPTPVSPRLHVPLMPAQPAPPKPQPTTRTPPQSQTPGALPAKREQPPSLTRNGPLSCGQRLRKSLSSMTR
Target sequence (P00748 373-615 limits assumed): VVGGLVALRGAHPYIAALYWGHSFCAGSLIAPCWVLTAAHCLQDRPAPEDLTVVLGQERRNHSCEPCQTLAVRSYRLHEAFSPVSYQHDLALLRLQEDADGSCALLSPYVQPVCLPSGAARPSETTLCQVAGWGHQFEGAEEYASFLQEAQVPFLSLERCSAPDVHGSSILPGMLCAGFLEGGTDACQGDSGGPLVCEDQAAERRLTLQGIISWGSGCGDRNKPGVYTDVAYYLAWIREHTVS
Runt-SMMHC FRET = inhibitors of human RUNX1 Runt domain binding to CBFb-SMMHC; AID 1434; inhibition, % at 20 µM; Q01196+Q13951; Cerulean-Runt/Venus-CBFb-SMMHC FRET ratio 530/480, 1 h; 220,000 compounds, 0.74% hits;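 active = mean inhibition across duplicate retests at 20 µM reaching about 50%, limit read from the data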;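 also: 0% = DMSO wells and 100% = wells with excess untagged CBFb-SMMHC; inhibitors lower the FRET ratio by blocking Runt binding to CBFb-SMMHC; some results filed as inactive read as strong as hits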
An asterisk follows results filed as active; . = no result given; & = joins results of further samples; [ ] = another dose, or the depositor's remark.

SMILES	Wee1 stabilizer	FXIa inh 1536	KLK5 inh	Thrombin inh	14-3-3 Bad inh	Runt-CBFb FRET	Hck-Nef inh	FXIIa inh	Runt-SMMHC FRET
CC(=O)Oc1c(S(=O)(=O)c2ccc(C)cc2)c(C)nn1-c1ccccc1	3	-4	-8	-2	-4	-2	-2	5	-1
Cc1cc(C)c(C)c(OCC(=O)O/N=C(\N)c2ccccn2)c1	-1	0	14	-1	7	-5	1	9	-3
Cc1cccc(C(=O)Nc2ccccc2C(=O)OCC(=O)Nc2ccc(C#N)cc2)c1	1	7	-20	-2	-15	-6	1	11	-8
CCOc1ccc(-c2nc(C#N)c(N3CCN(Cc4ccccc4)CC3)o2)cc1	1	5	-4	0	5	-2	-1	15	1
O=C(Nc1ccc2c(c1)OCCO2)C1CCN(C(=O)c2ccc(Br)cc2)CC1	-1	-4	36	-4	-3	1	0	8	-5
CNc1cc(CS(=O)c2ccccc2)nc(-c2ccccc2)n1 (stereo not drawn)	-1	5	-4	6	-11[fluorescence artefact?]	-2	1	14	-2
Cc1ccc(C2=N/C(=C/N3CCOCC3)C(=O)O2)cc1	1	9	22	-4	11	-3	1	4	1
COc1cc(C(=O)OCC(=O)c2cc(C)n(C)c2C)cc(NC(=O)c2ccco2)c1OC	-1	-1	1	-2	12	0	1	14	2
Cc1cccc(OCCCn2c(=O)sc3ccccc32)c1	2	0	-4	-2	-4	0	-1	15	0
COC(=O)c1cc(CNC(=O)c2cccc(Cl)c2Cl)ccc1OC	-1	-2	-20	-5	-17	-1	0	1	1
CCN(CC)S(=O)(=O)c1cc(OCC(N)=O)c(C)cc1Cl	1	4	-10	-3	-10[fluorescence artefact?]	-1	4	0	-3
CCCC(=O)Oc1ccc(N(C(=O)CCC)S(=O)(=O)c2cccs2)cc1	-4	-6	-4	-19	-2	0	-5	6	-3
CCc1nn(CC(=O)NCCCN2CCc3ccccc3C2)c(=O)c2cc3sccc3n12	-1	0	-10	-7	8	3	14	14	3
NC(=S)c1cc2cc(Cl)ccc2oc1=O	-2	0	-1	-1	2	-2	8	6	-6
O=C(NCCc1ccccc1)c1ccncc1	11*	17	22	18	65	-1	0	29	-1
Cc1cccc(NCc2nnc(-c3ccccc3)o2)c1C	-3	-5	-10	-12	-9	-2	11	2	1
CCOC(=O)c1sc(NC(=O)c2ccc3ncsc3c2)nc1C	-2	7	3	1	10[fluorescence artefact?]	3	0	8	2
Cc1ccc(S(=O)(=O)Nc2ccc(Cl)cc2C(=O)c2ccc(F)cc2)cc1	0	1	-4	-12	9	0	0	7	2
COc1ccc(Cl)cc1NC(=O)CN(C)Cc1ccc(OC)c(OC)c1	-3	2	7	-2	63	0	15	6	-2
COC(=O)CNC(=O)c1cccc(F)c1	-2	9	6	1	2	-2	-2	21	1
O=C(N/N=C/c1cnc(N2CCCCC2)s1)c1ccc(Cl)cc1	1	-2	-1	2	-1	-2	-13	15	3
CC1Cc2nc(SCC(=O)Nc3ccccc3F)n(C)c(=O)c2S1 (stereo not drawn)	2	-6	2	-1	-3	0	1	2	0
COCC(=O)Oc1c(S(=O)(=O)c2ccc(C)cc2)c(C)nn1-c1ccccc1	-2	-6	0	-6	64	-1	0	5	-3
O=C(COC(=O)C1=COCCO1)Nc1ccc(OC(F)F)cc1	-2	-4	0	6	-15	-3	15	5	-2
Cc1ccsc1/C=C(/C#N)C(=O)NCc1ccccc1	2	-5	-7	-14	12[fluorescence artefact?]	0	1	3	-6
Cc1cc(C)c(C)c(S(=O)(=O)N2CCN(C(=O)CCC(=O)N3CCOCC3)CC2)c1C	7	-3	8	34	-2	-1	-11	16	2
O=C(CC(c1ccccc1)c1ccccc1)OCn1nnc2ccccc2c1=O	1	-14	-8	1	0	0	9	6	-3
CN(C)S(=O)(=O)c1ccc(Cl)c(NC(=O)COC(=O)CC(NC(N)=O)c2ccc(Cl)cc2)c1 (stereo not drawn)	3	2	6	-13	4	-2	-22	9	4
CC12CN3CC(C)(CN(C1)C3c1ccc(Br)cc1)C2=O (stereo not drawn)	0	-3	68*	7	-6	0	2	11	1
O=C(NCC1CCCO1)C1CC(c2ccc(Cl)c(Cl)c2)=NO1 (stereo not drawn)	1	-6	-23	1	1[fluorescence artefact?]	2	-5	6	-2
CN1C(=O)/C(=C\c2ccco2)N=C1c1ccc(Cl)cc1Cl	-3	0	2	-3	4	1	13	5	-2
COc1ccc(NC(=O)NCCCN2CCC(Cc3ccccc3)CC2)cc1	0	-3	-2	-5	-3	-1	12	2	-3
CC1(N2CCCCC2)C(=O)c2ccccc2C1=O	-3	1	-8	-3	1[fluorescence artefact?]	-2	3	11	-6
O=C(N/N=C/c1cccc2nccnc12)c1ccncc1	9.8*	-8	-9	1	-3	2	9	7	-1
COc1ccc(Cl)cc1NC(=S)N1CCN(c2ccccn2)CC1	-2	-1	-20	-5	-5[fluorescence artefact?]	0	2	4	1
CCOC(=O)c1c(C2CC2)csc1NC(=O)COC(=O)c1ccc[n+]([O-])c1	0	20	-29	-1	-2	-9	0	13	-10
O=C(NC1CCCCC1)c1ccccc1C(F)(F)F	2	-2	0	0	-2	0	1	8	1
COc1cc(/C=C2\SC(=O)N(c3ccc(O)cc3)C2=O)cc(OC)c1OC	-2	-4	-3	-11	-14	1	5	2	2
Cn1cccc1C(=O)NC(=O)COC(=O)CNC(=O)CNC(=O)c1ccc(Cl)cc1Cl	-2	-2	0	8	10	0	2	4	-3
[O-][n+]1c2c(nn1-c1ccccc1Cl)-c1nonc1CC2	0	-1	-3	4	8	1	-2	12	-1
Cc1cc(C)cc(C(=O)NCCn2cc(SCC(=O)N3CCOCC3)c3ccccc32)c1	-1	15	7	3	12	-2	22	18	2
COc1cccc(C2CC(c3ccc(C)cc3)n3ncnc3N2)c1 (stereo not drawn)	-3	-8	-1	-9	0	-2	6	-2	4
O=C(CCCC(=O)N(CC(=O)NC1CCCC1)Cc1ccc2c(c1)OCO2)Nc1ccccn1	-1	3	-19	3	-3	0	4	19	0
Cc1ccccc1Nc1nc(N)nc(CSc2nnc(-c3ccccc3)n2C)n1	-2	7	3	12	-6	-2	0	18	-5
CCOC(=O)C1CCN(C(=O)Nc2ccc3nccnc3c2)CC1	2	-4	-17	-5	-11[fluorescence artefact?]	-8	8	4	-18

One compound at a time, from the list above. Screens in order: Wee1 stabilizer	FXIa inh 1536	KLK5 inh	Thrombin inh	14-3-3 Bad inh	Runt-CBFb FRET	Hck-Nef inh	FXIIa inh	Runt-SMMHC FRET
Listed for Cc1ccccc1Nc1nc(N)nc(CSc2nnc(-c3ccccc3)n2C)n1 = -2	7	3	12	-6	-2	0	18	-5
Listed for COc1cc(/C=C2\SC(=O)N(c3ccc(O)cc3)C2=O)cc(OC)c1OC = -2	-4	-3	-11	-14	1	5	2	2

Further records
SMILES	Wee1 stabilizer	FXIa inh 1536	KLK5 inh	Thrombin inh	14-3-3 Bad inh	Runt-CBFb FRET	Hck-Nef inh	FXIIa inh	Runt-SMMHC FRET
O=C(c1ccco1)N1N=C(c2ccc(Br)cc2)CC1(O)C(F)(F)F (stereo not drawn)	-2	-2	2	-4	6	-1	-17	7	1
CCC(C)c1ccccc1OCCn1ccnc1 (stereo not drawn)	6	7	-21	-7	24[fluorescence artefact?]	-2	8	5	11
O=C(N/N=C/c1ccc(OCc2ccc(F)cc2)cc1)c1ccccc1	-1	-4	-4	-20	-8	-2	22	3	-15
CC(C)NS(=O)(=O)c1ccc2c(c1)NCC2	1	-3	-21	-11	-12	-1	1	-1	-10
COc1ccccc1/C=C\C=N\n1c(-c2ccc(Cl)cc2)n[nH]c1=S	2	10	-6	1	13	-4	24	13	20
CC1(C)CNC(=O)CC(C)(C)N1	0	-5	-12	1	-3	0	22	6	5
CC(=O)Nc1ccc(S(=O)(=O)N=S(C)C)cc1	-3&-1	0&11	0	2	-7&-6	0&0	26&-1	7&1	-3&-2
COc1ccc(-c2ccc(-c3noc(-c4ccco4)n3)c(OC)n2)cc1	-3	4	10	-1	2[fluorescence artefact?]	1	-3	6	0
COc1ccc(C2C3=C(CC(C)(C)CC3=O)Oc3ncn(Cc4ccco4)c(=N)c32)cc1 (stereo not drawn)	6	-5	-5	-3	-3	1	3	3	2
C#CCOCCOCCOCCNc1nc(N2CCN(C(=O)[C@H](CCCCN)n3cc(C(N)COC(=O)C(F)(F)F)nn3)CC2)nc(N2CCN(C(=O)[C@H](CCCCN)n3cc(C(N)CC(C)C)nn3)CC2)n1 (stereo partly drawn)	.	-1	-2	-2	5	1	28	4	2
O=c1[nH]c(SCc2ccccc2)nnc1-c1ccccc1	0	-7	-5	-4	2	-2	-1	7	4
O=C(C[n+]1ccccc1)N/N=C/c1ccco1	-2	-7	11	3	-4	2	17	4	-1
O=C(COc1ccc(S(=O)(=O)N2CCCC2)cc1)NCCC1=CCCCC1	4	-2	-3	-19	-2	-2	6	-6	0
CNC(=S)N1C2CCC1CC(NC(=O)NC13CC4CC(CC(C4)C1)C3)C2 (stereo not drawn)	2	-1	-44	5	-5[fluorescence artefact?]	-2	-1	11	-2
Cc1cc(C)c(S(=O)(=O)N2CCN(C(=O)N(C)C)CC2)c(C)c1	-2	-8	-2	-3	-5	.	20	5	.
S=C(Nc1ccc2c(c1)OCCO2)Nc1ccc2c(c1)OCO2	-3	-4	3	-2	-18	18	14	9	2
S=C1CCSc2ccc(Cl)cc2N1	-1	2	-17	-9	5	0	-5	19	-2
COc1ccc(CNC(=O)CSc2nnc(C(F)(F)F)n2C)cc1	-2	-3	0	-2	-10	-1	19	5	-2
CCc1ccccc1NS(=O)(=O)c1ccc(SC)cc1	0	-12	0	-3	-7	-1	4	-8	-2
COc1ccc(N(C)S(=O)(=O)c2cccc(C(=O)NC3CCCCCC3)c2)cc1	-2	2	0	3	-2	-2	28	6	1
C=CCn1c(C)cc(C(=O)CSc2ccc(NC(C)=O)cc2)c1C	-3	-3	1	2	-14	2	1	11	2
CCCc1[nH]nc2c1C1(C(=O)N(CC)c3ccccc31)C(C#N)=C(N)O2 (stereo not drawn)	2	0	-3	-8	2	-2	2	10	0
CCn1c(N)c(C(=O)NCCCOC)sc1=S	-2	3	12	-2	-5	33	1	27	21
Cc1c(O)cc2n(c1=O)-c1ccc(Cl)cc1C2(C)C	0	17	-7	-2	6	0	3	20	4
NC(=O)c1ccc(-n2nnnc2SCC(=O)Nc2ccc(N3CCOCC3)c(Cl)c2)cc1	2	-11	-11	-1	-3	0	1	-13	23
O=C(NC1CCCCC1)C(=S)N1CCOCC1	0	-1	-6	-1	1	9	8	3	-4
C/C=C(/C)C(=O)O[C@@H]1[C@H](OC(=O)C=C(C)C)c2c(ccc3ccc(=O)oc23)OC1(C)C	2	-1	-11	-4	7	-6	1	9	0
CC1CCCCC1N1CN=C(Nc2nc3ccccc3s2)NC1 (stereo not drawn)	-1	7	-3	4	-15	-2	1	15	-1
O=C(CSc1nccc(-c2cccs2)n1)Nc1ccc(Cl)cc1	4	4	9	-6	3	0	-7	14	2

Rows were taken by chance; 4.2% or so of the library scored in one or more.
